PLCb3 inh: human PLC-beta3 inhibitors, primary screen, biochemical, fluorescence. Purified PLC-beta3, fluorogenic substrate. hit rate 0.18% among 370,000. 1-phosphatidylinositol 4,5-bisphosphate phosphodiesterase beta-3 (Homo sapiens), Q01970. AID 720704, 2013. inhibition, % at 12.2 µM; in the data active = inhibition above about 11%;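 note: 0% = median of compound wells on plate and 100% = full blocker control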
Target sequence (Q01970 whole entry, looked up): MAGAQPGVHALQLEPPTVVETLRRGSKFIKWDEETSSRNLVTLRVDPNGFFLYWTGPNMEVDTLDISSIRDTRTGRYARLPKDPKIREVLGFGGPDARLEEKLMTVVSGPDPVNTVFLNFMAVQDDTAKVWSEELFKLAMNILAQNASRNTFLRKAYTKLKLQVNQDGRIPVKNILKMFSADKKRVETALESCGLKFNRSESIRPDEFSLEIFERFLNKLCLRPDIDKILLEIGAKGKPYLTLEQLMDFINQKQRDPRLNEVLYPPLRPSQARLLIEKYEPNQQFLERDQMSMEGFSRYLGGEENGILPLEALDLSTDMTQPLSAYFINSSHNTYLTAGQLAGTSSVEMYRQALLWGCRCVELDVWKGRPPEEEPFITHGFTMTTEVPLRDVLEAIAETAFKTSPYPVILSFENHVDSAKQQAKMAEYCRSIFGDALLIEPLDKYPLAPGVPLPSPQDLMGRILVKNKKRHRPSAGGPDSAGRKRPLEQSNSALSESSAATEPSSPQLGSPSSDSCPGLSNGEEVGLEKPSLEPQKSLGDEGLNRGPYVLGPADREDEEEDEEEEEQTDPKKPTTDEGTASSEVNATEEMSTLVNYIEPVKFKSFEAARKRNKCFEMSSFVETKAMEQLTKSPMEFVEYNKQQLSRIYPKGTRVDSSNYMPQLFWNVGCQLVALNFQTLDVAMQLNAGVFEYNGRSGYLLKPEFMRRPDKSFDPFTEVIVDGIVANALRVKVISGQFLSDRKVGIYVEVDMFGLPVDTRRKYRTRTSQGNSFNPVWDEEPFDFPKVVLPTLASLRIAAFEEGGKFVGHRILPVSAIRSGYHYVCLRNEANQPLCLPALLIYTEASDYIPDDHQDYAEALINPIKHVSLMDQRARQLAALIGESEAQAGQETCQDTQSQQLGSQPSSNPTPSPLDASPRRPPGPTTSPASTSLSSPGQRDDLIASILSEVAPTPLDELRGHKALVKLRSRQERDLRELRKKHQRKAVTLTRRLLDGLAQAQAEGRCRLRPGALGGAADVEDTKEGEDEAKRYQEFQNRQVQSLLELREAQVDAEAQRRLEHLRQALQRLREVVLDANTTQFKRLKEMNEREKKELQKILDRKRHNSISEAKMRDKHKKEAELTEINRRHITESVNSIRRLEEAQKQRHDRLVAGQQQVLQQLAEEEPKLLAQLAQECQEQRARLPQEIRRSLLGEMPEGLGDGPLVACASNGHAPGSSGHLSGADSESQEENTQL
hgDAF-12 ag: H. glycines DAF-12 receptor agonists, primary screen, cell-based, luminescence, HEK293, GAL4 fusion, UAS-luciferase; hit rate 1.8% among 370,000; AID 687014, 2013; HEK293 GAL4-hgDAF12 UAS-luciferase reporter, agonist luminescence; normalized to butyrate control; Nuclear hormone receptor DAF-12 (Heterodera glycines), GAL4 fusion; activation, % at 6.8 µM;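 active = activation above a cutoff set at the mean of all screened compounds plus 3 SD, cut at about 10% in these data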;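 note: 0% = DMSO wells and 100% = sodium butyrate wells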
DAX1 inh-1: DAX1 (NR0B1) inhibitors, primary screen, cell-based, HEK293, Gal4-DAX1, luciferase luminescence; AID 504766, 2011; hit rate 0.99% among 340,000; inhibition, % at 6.75 µM; HEK293 Gal4-DAX1 luciferase reporter; Nuclear receptor subfamily 0 group B member 1 (Homo sapiens), P51843;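 active = inhibition above the mean over all tested compounds plus 3 SD, cut at about 4.2% in these data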;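 note: 0% = DAX1-transfected cells with DMSO and 100% = empty-vector control cells with DMSO; inhibition shows as a rise in luminescence from relieved DAX1 repression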
FXN GAA850 act: FXN promoter activators, primary screen, cell-based, luciferase luminescence, HEK293 lucGAA850; HEK293 lucGAA850 FXN promoter luciferase reporter, 24 h; percent of 10 µM SAHA response; activation, % at 6 µM; hit rate 0.56% among 360,000;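 active = activation above the average of all compounds screened plus 3 SD, cutoff fixed separately per campaign, cut at about 7.5% in these data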;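 note: 0% = DMSO wells and 100% = 10 µM SAHA wells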
SMARCA2 activ: SMARCA2 (BRM) function activators, primary screen, cell-based, luminescence, high throughput; MG213 cells, MMTV-luciferase reporter, dexamethasone, overnight; activation, % at 9.1 µM; hit rate 1% among 370,000; in the data active = activation above about 7.8%;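 note: 0% = vehicle wells and 100% = reference activator wells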
DAX1 inh-2: DAX1 (NR0B1) inhibitors on StAR promoter, primary screen, cell-based, luminescence, SF-1 (NR5A1), full-length DAX-1. HEK293T StAR-luciferase reporter, SF-1/DAX-1 repression relief. inhibition, % at 6.8 µM. hit rate 1.1% among 370,000. AID 652010, 2013;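 active = inhibition above the mean over all tested compounds plus 3 SD, cut at about 3.6% in these data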;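 note: 0% = DAX-1 cells with DMSO and 100% = cells lacking DAX-1 with DMSO; higher inhibition means more luminescence from relief of DAX-1 repression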
Rev-erbA mod: modulators of Rev-erb alpha DNA binding, primary screen, biochemical, FITC-DNA, fluorescence polarization, uHTS | Nuclear receptor subfamily 1 group D member 1 (Homo sapiens), P20393 | Rev-erbα–FITC-DNA binding, 90 min | activity, % at 10 µM | hit rate 0.79% among 370,000 | AID 1259318, 2017;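 active = activity above about 14%, limit read from the data; passing the limit was not always enough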;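 note: 0% = DMSO wells with 35 nM protein and 100% = DMSO wells with 750 nM protein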
PG9 Ab binder: binders of HIV-1 gp120 antibody PG9, primary screen, biochemical, TR-FRET; HIV-1 gp120 / PG9 antibody interaction; TR-FRET gp120-PG9 antibody binding; inhibition, % at 6.7 µM; hit rate 0.43% among 360,000; AID 624416, 2012; in the data active = inhibition above about 8.5%
hcDAF12 agonist: H. contortus DAF-12 nuclear receptor activators, primary screen, cell-based, luminescence, HEK293, lit1-tk-luc reporter; HEK293 hcDAF-12 lit1-tk-luc reporter; 0% DMSO, 100% Δ7-dafachronic acid; activation, % at 6.8 µM; hit rate 1.4% among 370,000;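 active = activation above the mean of all tested compounds plus 3 SD, cut at about 5.5% in these data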;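 note: 100% = response to 3 µM Δ7-dafachronic acid high control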
HGIII-sPLA2 inh: human group III sPLA2 inhibitors, primary screen, biochemical, QFRET, BODIPY PC-A2 liposome substrate. Group 3 secretory phospholipase A2 (Homo sapiens), Q9NZ20. QFRET BODIPY PC-A2 liposome hydrolysis, fluorescence. inhibition, % at 12.2 µM. hit rate 0.56% among 370,000. AID 743126, 2013;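 active = inhibition above mean plus 3 SD of compounds lying within the high and low control bounds, cut at about 19% in these data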;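 note: 0% = median of test compound wells and 100% = no enzyme DMSO wells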
ssDAF12 agonist: S. stercoralis DAF-12 nuclear receptor activators, primary screen, cell-based, luminescence, HEK293, GRIP1 co-expression, lit1-tk-luc; Nuclear hormone receptor DAF-12 (Strongyloides stercoralis); HEK293 ssDAF-12/GRIP1 lit1-tk-luc reporter; % of 3 µM dafachronic acid response; activation, % at 6.8 µM; hit rate 1% among 370,000; AID 652126, 2013;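 active = activation above the mean over all tested compounds plus 3 SD, cut at about 0.9% in these data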;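 note: 0% = DMSO-only wells and 100% = 3 µM delta7-dafachronic acid wells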
* marks the source's active call; other numbers are inactive results; . = no result given.

SMILES | PLCb3 inh | hgDAF-12 ag | DAX1 inh-1 | FXN GAA850 act | SMARCA2 activ | DAX1 inh-2 | Rev-erbA mod | PG9 Ab binder | hcDAF12 agonist | HGIII-sPLA2 inh | ssDAF12 agonist
CC(=O)Nc1ccc(OCc2ccccc2)cc1[N+](=O)[O-] | 0 | 0.5 | 0.4 | 3.0 | 2 | 2.5 | -5 | 0.1 | 1.1 | -2 | -0.5
O=C(COC(=O)c1cc(=O)[nH]c2ccccc12)NCc1ccc(Cl)cc1 | -45 | 0.8 | 1.0 | 0.6 | 3 | -1.0 | 1 | -3.3 | 1.2 | 2 | -1.2
CN(CC1CCCCO1)C(=O)c1cc(COc2ccc(F)cc2Cl)on1 (stereo unspecified) | -8 | 3.6 | 2.2 | 2.4 | 3 | 0.4 | -3 | -0.8 | 1.7 | -3 | 0.2
Cn1nnnc1SCC(=O)Nc1ccc(Oc2ccc(Cl)cc2)cc1 | -1 | 0.8 | 0.5 | 0.5 | 0 | -0.2 | -2 | -2.1 | 0.1 | 6 | -0.3
Cc1ccc(CC(=O)NC2CCCc3ccccc32)cc1C (stereo unspecified) | -7 | -0.4 | -0.8 | -0.3 | -4 | -0.3 | 3 | -1.3 | -3.1 | 8 | -1.1
COc1ccc(N2C(=O)NC(NC(=O)c3ccncc3)(C(F)(F)F)C2=O)cc1 (stereo unspecified) | -5 | -0.9 | 2.1 | -2.2 | 1 | -0.4 | 3 | 5.3 | -2.3 | 6 | -1.6
COc1cccc(C(c2nnnn2CC2CCCO2)N2CCN(C(=O)c3ccco3)CC2)c1OC (stereo unspecified) | 1 | 0.2 | 0.8 | 2.4 | 0 | -0.3 | -2 | -1.1 | -1.6 | -3 | -0.9
COc1ccc(N)cc1NC(=O)CN1CCCC1 | -10 | -1.4 | -0.9 | 0.5 | -2 | -0.3 | 0 | -2.5 | -0.7 | 7 | -1.5
OCCN(Cc1ccccc1)Cc1ccc(C(F)(F)F)cc1 | 1 | -1.8 | 0.5 | 1.8 | 0 | -0.7 | 5 | -0.4 | -2.4 | 5 | -0.3
Cc1ccnc(NC(=O)C23CC4CC(CC(C4)C2)C3)c1 | 11* | -3.6 | -1.3 | 1.5 | -4 | -1.2 | 4 | -0.7 | -2.7 | 1 | -1.9
CNc1ccccc1C(=O)OCC(=O)Nc1ccc2c(c1)OCO2 | -363 | 2.0 | 0.3 | -0.5 | 1 | 1.3 | -6 | 2.2 | -0.3 | 0 | -0.8
Cc1ccc(S(=O)(=O)N(C)C[C@@H]2OCc3cnnn3CCCC(=O)N([C@@H](C)CO)C[C@H]2C)cc1 | 1 | -1.4 | 0.7 | 0.7 | -6 | -0.6 | -4 | -1.1 | 0.9 | 11 | -0.5
Cn1c(=O)c2c(nc(SCCCC#N)n2Cc2c(F)cccc2Cl)n(C)c1=O | 1 | 0.8 | -3.8 | 0.2 | -2 | -0.7 | 2 | -0.4 | -2.0 | 0 | -1.1
COc1ccccc1CNC(=O)[C@H](NC(=O)C1CCN(C(=O)[C@@H](N)CCSC)CC1)C(C)C | 4 | -3.2 | 0.4 | 2.0 | 1 | -0.1 | 3 | -0.7 | 0.8 | -3 | -1.5
CC(Oc1ccccc1)C(=O)Nc1nnc(S(=O)(=O)Nc2ccccc2)s1 (stereo unspecified) | -6 | -1.0 | -0.1 | -0.2 | -3 | -0.6 | -1 | -1.1 | 3.6 | -24 | -1.1
Cn1ncc2c(NCCc3ccccc3)nc(Cl)nc21 | 2 | 0.0 | -0.6 | 2.2 | 4 | -1.2 | 6 | -0.5 | -1.4 | 0 | -0.8
CCc1ccc(C2NC(=S)NC3=C2C(=O)N(c2ccccc2OC)C(c2ccc(CC)cc2)N3)cc1 (stereo unspecified) | -2 | -1.9 | 0.3 | 1.3 | -4 | -0.8 | 0 | 0.5 | 1.9 | -1 | -0.1
O=C(NCCN1CCOCC1)c1cc(-c2cccc(Cl)c2)on1 | -6 | 2.4 | -1.0 | -0.3 | -1 | 0.0 | -1 | -0.9 | 0.4 | -1 | -1.4
O=C(NCCCn1ccnc1)c1cc(Cl)cc(Cl)c1 | -4 | -0.6 | -0.7 | 2.4 | 1 | 0.1 | 0 | -3.8 | -1.0 | -1 | -1.6
NNC(=S)NCc1ccccc1 | -6 | -0.1 | -2.0 | 0.1 | 5 | 0.1 | 4 | -1.1 | -1.1 | 4 | -1.5
O=C(Cc1cccc([N+](=O)[O-])c1)Nc1cccc(C(=O)N2CCOCC2)c1 | 2 | -1.0 | 1.6 | 0.1 | 1 | 0.0 | -5 | -1.4 | 0.0 | -1 | -1.3
COc1ccc(S(=O)(=O)CCC(=O)N2CCN(c3ccc(F)cc3)CC2)cc1 | -2 | -2.1 | -0.8 | -0.9 | 1 | -0.4 | -1 | -0.8 | 0.5 | 0 | -1.6
FC(F)Oc1ccc(C2=Nn3c(nnc3-c3ccccc3Cl)SC2)cc1OCC1CC1 | -1 | -2.0 | 0.9 | 5.7 | 5 | -0.5 | 4 | 0.2 | -1.4 | -6 | -1.6
c1ccc(-c2cc(-c3cc(-c4ccccc4)on3)no2)cc1 | 3 | 1.2 | 0.9 | 2.7 | -1 | 0.5 | -2 | -0.7 | -0.2 | -1 | -1.3
COC(=O)c1cccc(NC(N)=S)c1 | -3 | -0.2 | -0.5 | -0.9 | 4 | -0.2 | 1 | 0.7 | -1.9 | 13 | -0.6

Full records, quoted from the list. Values in the order: PLCb3 inh, hgDAF-12 ag, DAX1 inh-1, FXN GAA850 act, SMARCA2 activ, DAX1 inh-2, Rev-erbA mod, PG9 Ab binder, hcDAF12 agonist, HGIII-sPLA2 inh, ssDAF12 agonist
Results for COc1ccc(N2C(=O)NC(NC(=O)c3ccncc3)(C(F)(F)F)C2=O)cc1 (stereo unspecified) = -5, -0.9, 2.1, -2.2, 1, -0.4, 3, 5.3, -2.3, 6, -1.6
Results for Cc1ccnc(NC(=O)C23CC4CC(CC(C4)C2)C3)c1 = 11*, -3.6, -1.3, 1.5, -4, -1.2, 4, -0.7, -2.7, 1, -1.9

Remaining list, next part
SMILES | PLCb3 inh | hgDAF-12 ag | DAX1 inh-1 | FXN GAA850 act | SMARCA2 activ | DAX1 inh-2 | Rev-erbA mod | PG9 Ab binder | hcDAF12 agonist | HGIII-sPLA2 inh | ssDAF12 agonist
CCCc1nnc(NC(=O)CCS(=O)(=O)Cc2ccccc2)s1 | -9 | 1.6 | -0.4 | 1.1 | -4 | 0.3 | -4 | -0.3 | 0.5 | 9 | -0.9
COc1cc(NC(=O)[C@@H](Cc2ccccc2)NC(=O)[C@H]2O[C@@H](n3ccc(N)nc3=O)[C@H](O)[C@@H]2O)cc(OC)c1OC | 4 | -1.4 | . | . | -3 | -1.2 | -1 | 0.3 | -1.7 | 7 | -0.2
O=C(CN1C(=O)c2ccc([N+](=O)[O-])cc2C1=O)Nc1nccs1 | -7 | -0.1 | 0.3 | 2.3 | -1 | 1.6 | 1 | -1.4 | -2.1 | 7 | -1.5
CCSc1oc(-c2cccs2)nc1S(=O)(=O)c1ccccc1 | -21 | 0.9 | -0.2 | -0.4 | 1 | -0.4 | -6 | -2.2 | 0.2 | -3 | -1.3
CCOC(=O)c1cccc(P(=O)(C(C)(C)C)C(C)(C)C)c1 | 0 | 3.9 | 0.6 | 2.6 | -2 | -0.1 | -10 | -2.1 | 1.1 | -4 | -1.5
O=c1c2ccccc2nc(SCc2nnc(-c3ccccc3Br)o2)n1Cc1ccco1 | -1 | -0.9 | -1.3 | -1.3 | 2 | -0.5 | -5 | -0.7 | -1.2 | -14 | -1.9
CCN=c1scc(-c2ccco2)n1/N=C/c1ccc(OC)c(O)c1 | -52 | 9.8 | 2.3 | 7.1 | 1 | 5.0* | -2 | -1.6 | 2.8 | 1 | 0.4
c1ccc(CC(Cc2ccccc2)c2ccccn2)cc1 | -6 | 4.8 | -0.9 | 0.7 | -1 | 1.0 | 1 | 0.2 | -0.4 | 3 | -1.1
CC1CCCN1CC#CC(O)(c1ccccc1)c1ccccc1 (stereo unspecified) | -9 | -2.5 | . | 1.8 | 2 | -0.3 | 0 | -0.5 | 1.5 | 7 | -0.1
C/C(=N\NC(=O)C1CCCC1)c1ccc(Cl)cc1 | -7 | 1.8 | 1.1 | 5.5 | 2 | 1.7 | -2 | 0.7 | -1.5 | 4 | -0.7
CCOC(=O)c1cnc2ccc(Br)cc2c1NCC(C)O (stereo unspecified) | 5 | -1.8 | 0.7 | -0.6 | 0 | -0.2 | 12 | 1.1 | -0.1 | 3 | -0.9
CCc1ccc(Nc2nnc(SCC(=O)NC(=O)c3cccn3C)s2)cc1 | -6 | 0.1 | 0.8 | 2.5 | -2 | 0.3 | 0 | -0.6 | 2.3 | -10 | -1.2
COC/C=C/C1=CC2=CC(=O)C(C)(OC(=O)C3CCCC3)C(=O)C2=CO1 (stereo unspecified) | -43 | 1.8 | 0.0 | -1.0 | 3 | 0.6 | -2 | -2.3 | 1.0 | 1 | -1.1
COc1cc2ccc(-c3ccc4ccccc4n3)cc2cc1OC | -353 | 5.8 | 1.6 | 0.3 | -3 | 1.0 | 6 | -1.4 | 0.7 | -8 | -0.7
COc1ccc(OCCCC(=O)Nc2ncn[nH]2)cc1 | 3 | -0.6 | 1.4 | 1.9 | 2 | -0.6 | 1 | -3.8 | -0.8 | 0 | -0.9
CCn1c(SCC(=O)NCc2ccccc2)nnc1-c1c[nH]c2ccccc12 | 2 | -0.4 | -1.3 | -0.5 | -1 | -0.9 | 2 | 1.5 | -2.1 | -7 | -2.1
CCN(CC)S(=O)(=O)c1cc(-c2nnc(-c3ccc(Br)cc3)o2)ccc1Cl | 1 | -1.2 | 1.1 | 1.0 | -7 | -0.7 | 2 | -1.6 | 0.3 | 5 | -1.1
CCOc1ccc(CCNC(=O)COC(=O)C2=NNC(=O)CC2)cc1OCC | 2 | 2.9 | -0.9 | 3.5 | 0 | 1.8 | -5 | 1.7 | -0.2 | 8 | -0.6
O=C(c1ccc(Cl)c(S(=O)(=O)N2CCCCC2)c1)N1CCCC1 | -5 | 3.5 | 0.7 | 0.1 | -2 | 0.3 | 0 | -1.5 | -0.8 | -2 | -1.5
Cc1ccc(N(Cc2cc3ccccc3[nH]c2=O)C(=O)c2cccs2)cc1C | -1 | 0.6 | 0.1 | -0.8 | -1 | 0.4 | 2 | -1.0 | 1.2 | -6 | -1.8
